HIV fusion peptide: inhibitors of HIV fusion peptide binding, primary screen, biochemical, uHTS, fluorescence dequenching (AID 1986); cell-free peptide binding, fluorescence dequenching, 30 min; higher % means a stronger effect; inhibition, % at 20 µM, or IC50 in µM where a hit was titrated; 0.3% of 290,000 active; in the data active means inhibition mostly above about 52%, no sharp cut-off; inactive means mostly below about 76%; further: some results filed as inactive read as strong as hits
RSV CPE inhibition: RSV antiviral activity via CPE protection, HEp-2 cells, primary 10 µM value included (AID 2391). 0.13% of 310,000 active. HEp-2 cells, RSV-induced CPE inhibition; higher % means a stronger effect. one-dose CPE inhibition, % at 10 µM; IC50 in µM for titrated hits; in the data active means a potency from the dose series; inconclusive means CPE inhibition mostly from about 23% at the one dose, without a potency; inactive means the rest, 99 in 100 with CPE inhibition below about 21%; further: strong numbers were not always called active
AID2073: inhibitors of Mint1-CaV2.2 protein interaction, biochemical, HTRF (AID 2073). inhibition, % at 20 µM, or IC50 in µM where a hit was titrated. 0.19% of 290,000 active. Voltage-dependent N-type calcium channel subunit alpha-1B (Homo sapiens). HTRF protein-protein interaction, Mint1-CaV2.2; higher % means a stronger effect; in the data active means inhibition mostly above about 51%, no sharp cut-off; inconclusive means no clear call, values can overlap the other calls; inactive means mostly below about 53%; further: some results filed as inactive read as strong as hits
LYP phosphatase: inhibitors of LYP phosphatase, biochemical, fluorescence intensity, uHTS (AID 1779). inhibition, % at 11.5 µM; hits with a dose series show IC50 in µM. recombinant LYP phosphatase, fluorescence intensity; higher % means a stronger effect. Tyrosine-protein phosphatase non-receptor type 22 (Homo sapiens). 0.054% of 290,000 active; in the data active means inhibition above about 50%;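 further: plate controls were vehicle with enzyme for no effect and no enzyme for full effect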
SIAH1 antagonists: Siah-1 peptide-binding antagonists, primary screen, biochemical, fluorescence polarization, rhodamine-plectin, uHTS (AID 1817); E3 ubiquitin-protein ligase SIAH1 (Homo sapiens); Siah-1 / rhodamine-plectin peptide fluorescence polarization; higher % means a stronger effect; one-dose displacement, % at 20 µM; IC50 in µM for titrated hits; 0.02% of 290,000 active;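 active means displacement of at least 50% at 20 µM, with a fluorescence ratio check between 0.3 and a set limit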;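 further: plate controls were Siah plus tracer with DMSO for no effect and tracer alone without Siah for full effect; strong numbers were not always called active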
NS5 inhibitors: Dengue-2 NS5 methyltransferase inhibitors, primary screen, biochemical, confirmation dose response (AID 588689); Genome polyprotein (Dengue virus type 2 (strain 16681-PDK53)); Dengue-2 NS5 methyltransferase capping enzyme assay, biochemical; higher % means a stronger effect; inhibition, % at 25 µM, or IC50 in µM where a hit was titrated; 0.3% of 340,000 active; in the data active means a potency from the dose series; inconclusive means inhibition above about 29% without an active follow-up result
Rac1 GTP hydrolysis: MgcRacGAP GTPase-activating activity inhibitors, confirmation, biochemical, ADP Hunter fluorescence. Rac GTPase-activating protein 1 (Homo sapiens). MgcRacGAP-stimulated Rac1 GTP hydrolysis, ADP Hunter fluorescence; higher % means a stronger effect; GST-tagged Rac1 F28L mutant substrate. inhibition, % at 30 µM; hits with a dose series show IC50 in µM. 0.6% of 340,000 active. AID 624330, 2012;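 active means first-screen hits whose inhibition reached a set limit at any dose in the follow-up dose series; inconclusive means inhibition above the set first-screen limit but never retested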;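 further: fluorescence reports GDP produced by GAP-driven GTP hydrolysis; strong numbers were not always called active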
XIAP antagonists: XIAP antagonists, biochemical, IAP family, fluorescence polarization (AID 1018); E3 ubiquitin-protein ligase XIAP (Homo sapiens); XIAP BIR domain, fluorescence polarization peptide displacement; higher % means a stronger effect; displacement, % at 20 µM, or IC50 in µM where a hit was titrated; 0.007% of 200,000 active; in the data active means displacement above about 50%; further: a part of the inactive calls stands beside numbers as strong as those of hits
SV40 large T antigen: SV40 large T antigen inhibitors, biochemical (AID 1903); SV40 large T antigen ATPase/helicase inhibition assay; higher % means a stronger effect; 0.39% of 310,000 active; inhibition, % at 20 µM, or IC50 in µM where a hit was titrated; in the data active means a potency from the dose series; inconclusive means inhibition mostly from about 32% at the one dose, without a potency; inactive means the rest, 99 in 100 with inhibition below about 32%; further: strong numbers were not always called active
NS5 inhibitors pilot replicate: second read-out of NS5 inhibitors, no call of its own (marks repeat the call); inhibition, %; measured here: pilot screen replicate inhibition
* hit, by the source's call; u = inconclusive; x = not tested or not shown.

SMILES	HIV fusion peptide	RSV CPE inhibition	AID2073	LYP phosphatase	SIAH1 antagonists	NS5 inhibitors	Rac1 GTP hydrolysis	XIAP antagonists	SV40 large T antigen	others
CC(CN1CCCCC1)OC(=O)c1ccc2c(c1)OCO2 (configuration not stated)	-0.6%	-0.1%	2%	0%	5%	-6%	8%	-4.5%	6%
Cc1ccccc1-n1c(=O)cc(N2CCc3ccccc3C2)[nH]c1=O	12%	-1.6%	1%	2%	1%	11%	11%	-8.6%	11%
CCOC(=O)C(=O)CC(=O)c1ccc2c(c1)OCCO2	13%	2.1%	15%	-7%	14%	-9%	10%	-1.8%	7%
CCCC(=O)N(CC(=O)Nc1sc(C)c(C)c1C(N)=O)Cc1ccccc1	0.0%	3.6%	1%	-1%	11%	-14%	6%	-23%	2%
CCN(CC)CCNC(=O)c1ccc(NC(=O)Nc2cccc3ccccc23)cc1	-1.5%	-0.4%	6%	-10%	-2%	0%	1%	x	10%
CCC(=O)Nc1ccc(S(=O)(=O)Nc2ccccn2)cc1	-2.5%	3.0%	3%	1%	-2%	x	3%	-3.6%	0%
CCOC(=O)c1nc(Nc2ccc(Nc3ccccc3)cc2)c2ccccc2n1	-4.7%	x	-4%	5%	4%	-3%	105µM*	-6.0%	15%
CCc1nnc(NC(=O)c2ccc(Br)c(S(=O)(=O)N3CCOCC3)c2)s1	1.4%	5.3%	-1%	-1%	3%	2%	3%	x	-2%
COc1cccc(C2=NOC(C(=O)NCC3CCCO3)C2)c1 (configuration not stated)	0.2%	-0.1%	1%	-9%	5%	-6%	6%	-4.9%	5%
Cc1n[nH]c(=O)c2c1nnn2Cc1ccccc1Cl	-0.7%	2.0%	10%	-4%	1%	-1%	7%	x	1%
CC(C)(C)NC(=O)c1cccc(NC(=O)Cc2ccc(Br)cc2)c1	-1.5%	9.3%	1%	-5%	1%	1%	6%	-0.2%	12%
Nc1nc(SCc2ccccc2)c2[nH]cnc2n1	-1.1%	1.1%	1%	-8%	2%	-10%	5%	x	8%
CN(Cc1cnccn1)Cc1c(C(=O)N2CCc3ccccc3C2)nc2ccc(Cl)cn12	2.5%	2.2%	11%	-8%	-8%	5%	11%	-6.0%	-12%
CC1CCN(c2nc3ccc(C(=O)N4CCN(Cc5ccc6c(c5)OCO6)CC4)cc3s2)CC1	-2.4%	1.4%	-7%	-6%	-2%	-4%	-8%	0.2%	1%
CC(C)CC(=O)CN1C(=O)C2(OCCO2)c2ccccc21	1.0%	-0.8%	0%	-4%	0%	3%	-7%	-4.0%	2%	NS5 inhibitors pilot replicate=6.1

Continued, starting with the last two of the part before.
SMILES	HIV fusion peptide	RSV CPE inhibition	AID2073	LYP phosphatase	SIAH1 antagonists	NS5 inhibitors	Rac1 GTP hydrolysis	XIAP antagonists	SV40 large T antigen	others
CC1CCN(c2nc3ccc(C(=O)N4CCN(Cc5ccc6c(c5)OCO6)CC4)cc3s2)CC1	-2.4%	1.4%	-7%	-6%	-2%	-4%	-8%	0.2%	1%
CC(C)CC(=O)CN1C(=O)C2(OCCO2)c2ccccc21	1.0%	-0.8%	0%	-4%	0%	3%	-7%	-4.0%	2%	NS5 inhibitors pilot replicate=6.1
COc1ccc2cc(C(=O)C3CCCN(C(=O)c4sc(C)nc4C)C3)ccc2c1 (configuration not stated)	1.6%	u	22%	-11%	14%	0%	13%	x	13%
COc1ccc(C(C)=O)cc1CC(=O)Nc1ccccc1-c1ccccc1	-1.0%	3.4%	3%	-12%	3%	-2%	4%	x	6%
CN(CC(=O)N1CCN(c2ccccn2)CC1)S(=O)(=O)c1ccc(Br)cc1	0.3%	-0.4%	2%	-1%	8%	0%	10%	-2.4%	3%
O=C(CSc1nnc(-c2ccccn2)o1)Nc1cccc(Cl)c1	0.4%	4.6%	3%	-3%	3%	-11%	-5%	x	11%
CN(C)C=NC(=O)c1[nH]c2ccc(Cl)cc2c1-c1ccccc1	-1.0%	9.6%	16%	-2%	-7%	-4%	13%	x	0%
CC(C)[C@H](NC(=O)NCCc1ccc(Cl)cc1)C(=O)O	3.0%	-1.5%	2%	1%	1%	2%	5%	-5.1%	0%
CN(Cc1ccccc1)C(=O)COC(=O)c1cc(Cl)nc(Cl)c1	2.1%	1.8%	-8%	-3%	1%	1%	6%	-1.0%	-6%
Cc1[nH]nc(-c2ccc(O)cc2O)c1Oc1ccccc1	-2.6%	7.1%	7%	-11%	-2%	1%	34µM*	-2.4%	13%
Cc1ccc2cc3cc(C(=O)NCCCN4CCc5ccccc5C4)oc3nc2c1	-2.5%	3.6%	2%	-5%	0%	-7%	9%	-3.9%	28%
COc1ccc(CN2CCOCCOCCOCCOCC2)cc1	1.1%	x	-2%	-9%	-1%	-9%	14%	x	10%
COc1cc(CC(=O)NNC(=O)c2cc(C)oc2C)cc(OC)c1OC	0.0%	2.0%	4%	-1%	10%	-1%	6%	-2.6%	5%
COc1ccc(C(=O)NCCn2ccc3ccccc32)cc1OC	-2.5%	5.1%	-2%	0%	2%	3%	-5%	0.7%	2%
CCCCn1c(SCC(=O)Nc2ccc3c(c2)CCC3)nc2ccccc2c1=O	-2.0%	1.2%	11%	-1%	0%	-15%	2%	-2.3%	4%
Cc1ccc(CCCOC(=O)C[N+]2(C)CCCCC2)cc1	-1.7%	0.9%	-13%	-7%	3%	3%	5%	-3.8%	8%
COc1ccc2nc(CC(C)(C)CC(=O)O)c[n+]([O-])c2c1	1.1%	1.8%	7%	-14%	4%	6%	9%	-1.9%	6%

7 consecutive compounds from above, quoted:
SMILES	HIV fusion peptide	RSV CPE inhibition	AID2073	LYP phosphatase	SIAH1 antagonists	NS5 inhibitors	Rac1 GTP hydrolysis	XIAP antagonists	SV40 large T antigen	others
Cc1ccc2cc3cc(C(=O)NCCCN4CCc5ccccc5C4)oc3nc2c1	-2.5%	3.6%	2%	-5%	0%	-7%	9%	-3.9%	28%
COc1ccc(CN2CCOCCOCCOCCOCC2)cc1	1.1%	x	-2%	-9%	-1%	-9%	14%	x	10%
COc1cc(CC(=O)NNC(=O)c2cc(C)oc2C)cc(OC)c1OC	0.0%	2.0%	4%	-1%	10%	-1%	6%	-2.6%	5%
COc1ccc(C(=O)NCCn2ccc3ccccc32)cc1OC	-2.5%	5.1%	-2%	0%	2%	3%	-5%	0.7%	2%
CCCCn1c(SCC(=O)Nc2ccc3c(c2)CCC3)nc2ccccc2c1=O	-2.0%	1.2%	11%	-1%	0%	-15%	2%	-2.3%	4%
Cc1ccc(CCCOC(=O)C[N+]2(C)CCCCC2)cc1	-1.7%	0.9%	-13%	-7%	3%	3%	5%	-3.8%	8%
COc1ccc2nc(CC(C)(C)CC(=O)O)c[n+]([O-])c2c1	1.1%	1.8%	7%	-14%	4%	6%	9%	-1.9%	6%

The listing continues:
SMILES	HIV fusion peptide	RSV CPE inhibition	AID2073	LYP phosphatase	SIAH1 antagonists	NS5 inhibitors	Rac1 GTP hydrolysis	XIAP antagonists	SV40 large T antigen	others
CCOc1ccc(C(CC(=O)O)NC(=O)c2cccs2)cc1 (configuration not stated)	0.7%	2.0%	8%	-8%	-4%	2%	7%	-6.4%	11%
Cc1ccc(-n2c(N)c(C(=O)N3CCCCC3)sc2=S)cc1	-2.4%	0.7%	34%	3%	0%	8%	8%	-1.3%	6%
O=C(Nc1cccc(F)c1)C1CCN(S(=O)(=O)c2cccc3nonc23)CC1	0.6%	6.3%	8%	-12%	10%	-8%	1%	x	6%
CCCCCc1c(C)nc(N2CCc3ccccc3C2)[nH]c1=O	0.3%	x	2%	-8%	-11%	5%	7%	-5.9%	-2%
CC1(C)CC(=O)C2=C(C1)NC(=O)CC2C(=O)NCc1ccc(F)cc1 (configuration not stated)	-2.6%	x	4%	1%	-4%	x	x	-5.3%	4%
O=C(NCCC(=O)N1CCN(c2ccccc2O)CC1)c1ccc(Br)cc1	x	-0.6%	x	x	x	-6%	-2%	x	27%
O=Nc1c(-c2ccccc2)cc2ccccn12	-1.3%	0.0%	-16%	-1%	2%	-7%	1%	-29%	4%
Cc1ccc(C(C)C)c(OCC(=O)Nc2ccc(Cl)cn2)c1	1.9%	5.2%	-4%	-1%	-1%	8%	3%	-1.1%	2%
COc1ccc(C(=O)NCC(=O)N/N=C(\C)Cc2ccccc2)cc1	-1.6%	-0.1%	7%	-11%	-3%	-13%	7%	x	10%
Clc1ccc2c(c1)C=Nc1c(NCc3ccccc3)ncnc1O2	-1.2%	0.2%	6%	-5%	2%	-6%	7%	-2.8%	0%
Cc1ccsc1/C=C1/CN(C)Cc2c1nc1ccccc1c2C(=O)O	4.1%	2.7%	-6%	-1%	-6%	10%	1%	x	14%
Cc1cccc2cc(=O)[nH]c(C)c12	-0.5%	-0.4%	-1%	-5%	4%	-9%	10%	-0.9%	6%
CC1CCCCN1CCCNc1c(C=O)c(=O)[nH]c2ccccc12 (configuration not stated)	3.2%	-0.1%	-1%	-10%	11%	0%	9%	x	8%	NS5 inhibitors pilot replicate=0.6
Cc1ccc(Cn2c(N3CCN(C)CC3)nc3c2c(=O)[nH]c(=O)n3C)cc1	-0.5%	0.0%	16%	-5%	-5%	-2%	13%	x	21%
CSCCC(/C(O)=C(\C#N)c1nc2ccccc2[nH]1)N1C(=O)c2ccccc2C1=O (configuration not stated)	-0.2%	13%	-6%	0%	-4%	x	4%	-13%	2%
Cc1cc(O)ccc1C1(c2ccc(O)cc2C)OC(=O)c2ccccc21	4.1%	1.9%	-1%	-1%	39%	-9%	6%	-3.5%	5%
Cc1onc(-c2c(Cl)cccc2Cl)c1C(N)=S	-3.9%	0.1%	-9%	-20%	2%	1%	10%	-11%	4%
Nc1nc(SCc2ccccc2Cl)n[nH]1	1.6%	0.7%	-2%	-8%	0%	-2%	-6%	-2.0%	4%
CCn1cc(C(=O)NC(=S)Nc2ccccc2[N+](=O)[O-])cn1	-0.6%	1.3%	-23%	1%	-4%	-3%	5%	x	0%
S=c1nc[nH]c2c1ncn2C1CCCO1 (configuration not stated)	-1.3%	11%	8%	-4%	-1%	-1%	-3%	x	8%

Bioassay records from PubChem BioAssay.

Rows are unselected. Share with any hit: about 1.7%.
